# Screening data from PubChem.
# Epigenetic reg = regulators of epigenetic silencing causing reporter derepression in mouse cells. murine LDR cells, GFP reporter derepression, 30 h. Potency, µM (highest dose often 53.9 µM), for inactives: top-dose GFP activation, usual class: activators. 280,000 compounds, 0.2% hits; further: % of control where 0% means no effect; nearly all actives have a fitted effect of over 60% in size
#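 Readout is the number of GFP-expressing murine LDR cells, counted by cytometry following washing. Cells were treated with compound for 30 h at 37 C; the stably integrated CMV-GFP locus is normally silent.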
# Tau fluor cs = counter-screen for tau fibril formation inhibitors; tau K18 P301L Alexa594 fluorescence, heparin fibrillization; 280,000 compounds, 0.93% hits; Potency, µM (doses to about 57.7 µM), for the others: top-dose activity change, negative = decrease; further: on the % scale 0 is the no-effect control and ±100 the full control effect; nearly all actives have a fitted effect of over 55% in size
#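 Human tau K18 P301L (15 uM unlabeled, 0.24 uM Alexa 594-labeled) in 100 mM sodium acetate pH 7 with 20 uM heparin, 6 hr at 37 C. ThT 30 uM added, 1 hr ambient; Alexa 594 FP and total fluorescence read at 555/632 nm.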
# Active calls of the source: *; ? = inconclusive; [ ] = another dose, or the depositor's remark. The call rests on the fitted dose curve; in most records, active means well fitted curve in the direction sought with a large enough effect; inconclusive means small, poorly fitted or top-dose-only effect, or another doubt; inactive means no such curve, though single readings can be large; an effect the other way counts as inactive or inconclusive. Potency means the concentration at half of the fitted maximal effect. An excerpt (hit frequency here may not be typical).
SMILES,Epigenetic reg,Tau fluor cs
COc1cccc(C2=CC(c3ccc(OC)c(OC)c3OC)n3ncnc3N2)c1 (centres undefined),-1.1%,1%
COc1ccc(C(=O)Nc2nc(-c3nnn(-c4cc(OC)ccc4OC)c3C)ns2)cc1,12%,-27%
COc1ccc(N2CCN(S(=O)(=O)c3ccc(-c4ccno4)cc3OC)CC2)cc1,0.0%,?
Cc1ccc(NC(=O)c2ccc(=O)n(Cc3ccccc3C)c2)c(C)c1,0.0%,-2%
Cc1c(-c2ccc(Cl)cc2)c(=O)oc2c(CN3CCCC3)c(O)ccc12,0.0%,-4%
CC(C)C(NS(=O)(=O)c1cccc2cccnc12)C(=O)Nc1ccc(OC(F)(F)F)cc1 (centres undefined),0.0%,-29%
COc1ccc(S(=O)(=O)NCc2cccn2Cc2cccc(C)c2)cc1OC,-2.6%,-18%
CC1=C(C(=O)Nc2ccc(C)cc2C)C(c2ccccc2)n2nc(SCC(=O)c3ccc(C)cc3)nc2N1 (centres undefined),1.3%,?
O=C(CC1N=C2c3ccccc3N=C(SCc3ccccc3Cl)N2C1=O)NCc1cccs1 (centres undefined),-1.3%,-10%
Cc1ccccc1Nc1nn2c(=O)c3ccc(C(=O)NCc4cccs4)cc3nc2s1,9.1%,-19%
CCc1ccc(N(C)S(=O)(=O)c2ccc3[nH]cc(C(=O)NCC4CCCO4)c(=O)c3c2)cc1 (centres undefined),1.2%,-7%
Cc1cccc(N(C)c2ccc3cc(S(=O)(=O)N4CCCC4)ccc3n2)c1,-3.8%,-13%
O=C(c1cccs1)N1CCCc2cc(NS(=O)(=O)c3ccc(Br)cc3)ccc21,-3.4%,?
Cc1nn2c(=O)cc(COC(=O)c3cccc(NC(=O)CCc4ccccc4)c3)nc2s1,-0.3%,-16%
Cc1cccc(-c2nc3scc(CCNC(=O)c4ccc(Br)o4)n3n2)c1,0.2%,-16%
Cc1cccc(N2CCN(c3ccc(C(=O)O)cc3NC(=O)c3ccccc3F)CC2C)c1 (centres undefined),1.5%,-5%
O=C(COc1ccc(Cl)cc1)NCC(c1ccco1)S(=O)(=O)c1ccc(F)cc1 (centres undefined),-1.4%,-22%
CC(=O)c1cccc(NS(=O)(=O)c2cc(-c3onc(C)c3C)ccc2C)c1,2.4%,?
CC1=C(c2ccc(C)cc2)S(=O)(=O)N(Cc2ccc(C(=O)Nc3ccc(F)cc3C)cc2)C1=O,3.3%,-20%
COCCn1c(SCC(=O)c2ccc(C)cc2)nc2cc(C(=O)NC3CCCC3)ccc2c1=O,-0.1%,-3%

# Grouped by structure, the entries above with four or more nitrogen atoms (seven)
SMILES,Epigenetic reg,Tau fluor cs
COc1cccc(C2=CC(c3ccc(OC)c(OC)c3OC)n3ncnc3N2)c1 (centres undefined),-1.1%,1%
COc1ccc(C(=O)Nc2nc(-c3nnn(-c4cc(OC)ccc4OC)c3C)ns2)cc1,12%,-27%
CC1=C(C(=O)Nc2ccc(C)cc2C)C(c2ccccc2)n2nc(SCC(=O)c3ccc(C)cc3)nc2N1 (centres undefined),1.3%,?
O=C(CC1N=C2c3ccccc3N=C(SCc3ccccc3Cl)N2C1=O)NCc1cccs1 (centres undefined),-1.3%,-10%
Cc1ccccc1Nc1nn2c(=O)c3ccc(C(=O)NCc4cccs4)cc3nc2s1,9.1%,-19%
Cc1nn2c(=O)cc(COC(=O)c3cccc(NC(=O)CCc4ccccc4)c3)nc2s1,-0.3%,-16%
Cc1cccc(-c2nc3scc(CCNC(=O)c4ccc(Br)o4)n3n2)c1,0.2%,-16%

# Next part.
SMILES,Epigenetic reg,Tau fluor cs
CCOc1ccc(-c2cc(C(=O)NCc3ccc(OCC)c(OC)c3)[nH]n2)cc1,2.7%,2%
O=C(c1cc2ccc3cccnc3c2[nH]1)N1CCN(c2cccc(C(F)(F)F)c2)CC1,-2.3%,-16%
Cc1cc(-c2ccc(C)c(S(=O)(=O)N3CCOc4ccc(Cl)cc43)c2)on1,-2.6%,-27%
COc1ccc2c(c1)c1c(c(=O)n(-c3ccc(OC)c(OC)c3)c(=O)n1Cc1ccc(F)cc1)n2C,-0.9%,-3%
Cc1ccc(NC(=O)CCS(=O)(=O)c2ccc3c(c2)oc(=O)n3C)c(Br)c1,2.5%,-13%
CCC(=O)N1CCc2cc(Br)cc(S(=O)(=O)NCCc3cccc(C)c3)c21,-1.1%,-18%
CC(=O)N1CCCc2cc(S(=O)(=O)N3CCC(C(=O)NCc4ccc(F)cc4)CC3)ccc21,0.0%,-8%
NC(=O)c1ccccc1NC(=O)C1CCCN(c2ncnc3onc(-c4ccc(F)cc4)c23)C1 (centres undefined),-1.3%,-24%
COc1cccc2cc(-c3nc4ccc(C)cc4[nH]3)c(=O)oc12,1.3%,-19%
COc1ccc(CNC(=O)c2ccc(CNS(=O)(=O)c3ccc(F)cc3)cc2)cc1,-1.1%,6%
CCC(C)NS(=O)(=O)c1ccc(N2CCCCS2(=O)=O)cc1 (centres undefined),-3.5%,-8%
COc1cc2ccccc2cc1C(=O)N1CCN(c2nc3c(F)cccc3s2)CC1,4.4%,-10%
CCOC(=O)c1cc(S(=O)(=O)NCc2cccc(Cl)c2)[nH]n1,-1.7%,-11%
COc1ccc(-c2cn3cccnc3n2)cc1NC(=O)c1ccccc1C(F)(F)F,2.5%,-11%
CC(=O)N1CCN(c2nc3c(C)ccc(Cl)c3s2)CC1,0.0%,-5%
Cc1ccc2nc(Nc3cccc(C(F)(F)F)c3)c3nnnn3c2c1,5.6%,-21%
CCOc1ccc(NC(=O)C(NS(=O)(=O)c2cccc3nsnc23)c2ccccc2)cc1 (centres undefined),-3.7%,-20%
COc1ccc(Cl)cc1S(=O)(=O)Nc1cccc(-c2ccc(N3CCCC3)nn2)c1,0.0%,1%
CCC(=O)C1=C(c2ccc(OC)c(OC)c2)N(C(=O)CC)n2c(CC)nnc2S1,1.1%,-15%
O=C(NCc1ccc2c(c1)CCN2C(=O)c1ccncc1)c1ccccc1Br,-1.3%,-8%

# Compound profiles, as listed above. Screens in order: Epigenetic reg, Tau fluor cs
# `COc1ccc(CNC(=O)c2ccc(CNS(=O)(=O)c3ccc(F)cc3)cc2)cc1` as listed: -1.1%, 6%
# `Cc1ccc2nc(Nc3cccc(C(F)(F)F)c3)c3nnnn3c2c1` as listed: 5.6%, -21%
# `COc1ccc(-c2cn3cccnc3n2)cc1NC(=O)c1ccccc1C(F)(F)F` as listed: 2.5%, -11%

# Next section:
SMILES,Epigenetic reg,Tau fluor cs
CCOc1ccc(N2CC(c3nc(-c4cc(OC)c(OC)c(OC)c4)no3)CC2=O)cc1 (centres undefined),1.1%,-12%
COc1cccc(CNC(=O)c2cc(C)nc3c2c(C)nn3-c2ccc(C)cc2)c1,-1.3%,-25%
Cc1ccc(Cl)cc1Nc1nn2c(=O)c3ccc(C(=O)NC4CCCCC4)cc3nc2s1,3.4%,-22%
COCCNC(=O)CN1C(=O)c2cccnc2Sc2ccccc21,1.5%,-14%
COc1ccc(C2C(=O)N(C3CCCCC3)CC(=O)N2CCc2ccc(C)cc2)cc1OC (centres undefined),0.0%,-14%
Cc1[nH]c2ccc(C(=O)NCCc3ccccc3Cl)cc2c1C,-1.8%,?
Cc1ccc(CN2C(=O)c3ccccc3Sc3ccc(C(=O)OCc4ccco4)cc32)cc1,0.8%,-1%
CCC(C(=O)Nc1cc(F)ccc1F)n1nc(C)c2c(C)n(-c3ccc(C)cc3)nc2c1=O (centres undefined),-1.5%,-8%
CCCCCOc1ccc(C(=O)N(Cc2ccccc2)C2CCS(=O)(=O)C2)cc1 (centres undefined),1.0%,-6%
COc1cc(C(=O)NCc2nc3cccnc3n2Cc2ccc(C)cc2)cc(OC)c1OC,1.4%,-11%
O=C(C1CCC(Cn2c(=O)c3sccc3n(Cc3ccccc3F)c2=O)CC1)N1CCCCC1 (centres undefined),2.9%,-3%
COc1ccc(Cl)cc1NC(=O)c1c(NCc2ccc(C)o2)sc2c1CCCC2,0.0%,?
CCOc1ccccc1Nc1sc(C(=O)c2ccccc2)c(N)c1C(=O)NCCc1ccccc1,-1.3%,-22%
Cc1ccc(NC(=O)C2CCC(CNS(=O)(=O)c3ccc4c(c3)CCCC(=O)N4)CC2)c(C)c1 (centres undefined),-3.5%,3%
CCOC(=O)c1c(C)oc2nc(C)nc(N3CCN(c4cccc(C(F)(F)F)c4)CC3)c12,-1.3%,-9%
COc1cccc(CNC(=O)c2ccc3c(c2)N(Cc2ccc(F)cc2Cl)C(=O)c2ccccc2S3)c1,7.7%,-11%
CCc1ccc(Nc2nc(-c3cc4cccc(OC)c4oc3=O)c(CC)s2)cc1,0.0%,?
CC(=O)N1CCCc2cc(S(=O)(=O)N3CCCC(C(=O)Nc4ccc(F)cc4F)C3)ccc21 (centres undefined),0.0%,-10%
COc1cccc(Cn2c(=O)n(-c3ccccc3C)c(=O)c3c2c2cc(C)ccc2n3C)c1,-1.8%,7%
Cc1cccc(CNC(=O)c2cnc3sc(N4CCCCC4)nn3c2=O)c1,-3.5%,-5%
CCOC(=O)c1sc2ccccc2c1S(=O)(=O)Nc1ccc(OC)c(Cl)c1,0.0%,?
CCC(C)(C)NC(=O)C1CCN(S(=O)(=O)c2ccc3c(c2)CCCN3C(C)=O)CC1,1.1%,-10%
Cc1ccc(S(=O)(=O)CC(=O)Nc2nc3c(C)cccc3s2)cc1,-1.2%,-26%
CC(=O)c1ccc(NC(=O)CSc2nnc3ccc(-c4ccc(Cl)cc4)nn23)cc1,8.5%,-19%
CCOC(=O)c1sc2ccccc2c1S(=O)(=O)NCc1ccccc1OC,0.0%,-25%
CC(=O)c1ccc(S(=O)(=O)Nc2cccc(-c3ccc(N4CCCC4)nn3)c2)cc1,-1.7%,-22%
CC(C)C1C(=O)Nc2ccc(S(=O)(=O)NCCc3ccc(Cl)cc3)cc21 (centres undefined),-1.3%,?
Cc1ccc2scc(N3CCc4ccccc4C3)c(=O)c2c1,2.5%,?
CC(=O)c1cccc(NC(=O)Cn2ccn3nc(-c4ccccc4)cc3c2=O)c1,-1.5%,8%
Cc1ccc(Cl)cc1NC(=O)c1cccc(NC(=O)N2CCSc3ncccc32)c1,1.1%,-27%
Cc1cccc(NC(=O)c2cc(S(=O)(=O)N3CCC4(CC3)OCCO4)ccc2F)c1,-0.3%,-15%
Cc1ccc(C(=O)Nc2nnc(S(=O)(=O)N(C)Cc3ccc(F)cc3)s2)cc1,-1.6%,-1%
COc1ccc(NC(=O)Cn2c(=O)n(-c3ccc(Cl)cc3)c(=O)c3c(C)c(C(=O)N(C)C)sc32)cc1Cl,-1.3%,-22%
Cc1cc(C)n(-c2nc(C)c(C)c(=O)n2CC(=O)Nc2ccc(OC(F)(F)F)cc2)n1,10.0%,-14%
Cc1c(Cl)cccc1NC(=O)C(C)n1c(=O)cc(-c2ccccc2)c2c(C)nn(C)c21 (centres undefined),2.9%,-8%
CCOc1ccccc1NC(=O)C1CCCN(S(=O)(=O)c2cn(C)cn2)C1 (centres undefined),-1.1%,3%
Cc1ccc(NC(=O)CSc2nc(=O)n(Cc3ccncc3)c3c2CCC3)cc1Cl,0.8%,-15%
O=C(Nc1ccc(Br)cc1)Nc1nc2c(s1)CCCCCC2,2.5%,?
COc1ccc(OC)c2sc(N3CCN(C(=O)C(C)(C)C)CC3)nc12,4.6%,-7%
Cc1ccc(C(=O)NCC(c2ccco2)S(=O)(=O)c2cccs2)cc1C (centres undefined),1.7%,-7%
Fc1ccc(Br)cc1C1C=C(c2ccc(Br)cc2)Nc2nnnn21 (centres undefined),-1.1%,-10%
COc1ccc(OC)c(NC(=O)CSc2nc(-c3ccccc3C)nc3cc(=O)[nH]n23)c1,-0.9%,-6%
Cc1c(CCNS(=O)(=O)c2ccccc2)sc2nc(-c3ccc(Cl)cc3)nn12,8.1%,-22%
Cc1cccc(-n2c(SCC(=O)Nc3ccc(C)c(C)c3)nc3n[nH]c(C)c3c2=N)c1,11%,?
CC1CCN(S(=O)(=O)c2ccc3nc(-c4cccnc4)cc(C(=O)NCCCOC(C)C)c3c2)CC1,-1.1%,-6%
COc1cc(NC(=O)c2cnc3c(-c4ccc(F)cc4)c(C)nn3c2C)cc(OC)c1,0.4%,-24%
CCOC(=O)c1ccc(NS(=O)(=O)c2ccc3[nH]c4c(c3c2)CCCCC4)cc1,-1.3%,6.3µM*[quencher]
COc1ccc(Br)cc1CNC(=O)c1cc(=O)[nH]c2ccc(S(=O)(=O)N3CCCCC3)cc12,0.6%,4%
CSc1cccc(NC(=O)CC(c2cccs2)N2Cc3ccccc3C2=O)c1 (centres undefined),-2.9%,?
O=C1CCCc2cc(S(=O)(=O)NCC3CCC(C(=O)NCc4ccccc4Cl)CC3)ccc2N1 (centres undefined),-1.3%,-6%
COc1ccc2nc(N(Cc3cccnc3)C(=O)c3ccc4c(c3)OCCO4)sc2c1,6.3%,-7%
CCOC(=O)N1CCN(S(=O)(=O)N2CCCC(C(=O)NCc3ccc(OC)cc3OC)C2)CC1 (centres undefined),2.5%,-10%
